# Assay outcomes from PubChem BioAssay.
# N370S GC: inhibitors or activators of N370S glucocerebrosidase for Gaucher disease | N370S GC spleen homogenate, 4MU-glucoside fluorescence | Potency, µM (doses to about 59.4 µM), for inactives: top-dose activity change, negative = inhibition, hits mostly inhibitors | hit rate 0.092% among 330,000;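 further: 0% = full enzyme activity and -100% = no enzyme basal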
# TDP1 cell CPT: growth inhibition of DT40 Tdp1-/-;hTDP1 cells with camptothecin (screen for TDP1 inhibitors) | chicken DT40 Tdp1-/-;hTDP1 cells + 20 nM CPT, ATP luminescence, 48 h | Potency, µM (series often up to 46.2 µM), for the others: at the top dose activity change, negative = growth inhibition, hits mostly inhibitors | hit rate 12% among 420,000; further: nearly all actives have a fitted effect of over 55% in size
#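 Cell growth measured by CellTiter-Glo luminescence after a minimum 48 h, 37 C compound exposure with 20 nM CPT in Tdp1-knockout DT40 cells stably expressing hTDP1, seeded 400/well; qHTS titration format.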
# FEN1 inhibitor: blocks human flap endonuclease 1. Recombinant FEN1 flap cleavage, fluorescence, 15 min. hit rate 0.35% among 390,000. Potency, µM (series often up to 114 µM), for the others: at the highest dose activity change, negative = inhibition, most hits filed as inhibitors. AID 588795; further: nearly all actives have a fitted effect of over 65% in size
# Target sequence (P39748 whole entry, looked up): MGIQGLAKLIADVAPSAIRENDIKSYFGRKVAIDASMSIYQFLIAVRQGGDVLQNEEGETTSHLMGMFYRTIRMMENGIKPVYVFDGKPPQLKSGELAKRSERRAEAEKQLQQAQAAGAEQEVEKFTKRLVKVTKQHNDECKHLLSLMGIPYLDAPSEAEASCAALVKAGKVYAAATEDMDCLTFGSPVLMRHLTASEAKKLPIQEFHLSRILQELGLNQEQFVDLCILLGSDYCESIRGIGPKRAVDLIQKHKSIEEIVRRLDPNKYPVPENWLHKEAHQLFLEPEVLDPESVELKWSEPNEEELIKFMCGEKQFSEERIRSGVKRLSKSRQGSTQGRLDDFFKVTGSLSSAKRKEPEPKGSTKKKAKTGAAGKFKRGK
#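 FEN1 at 10 nM preincubated with compounds 15 min at room temperature, then flap DNA substrate added at 50 nM final. Signal read at 0 and 15 min; concentration-response fitted with four-parameter Hill equation.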
# Starred values were filed as active, the others as inactive; u = inconclusive; x = not tested or not shown; & = joins results of further samples; [ ] = remark or other dose. The call rests on the fitted dose curve; in most records, active means well fitted curve in the direction sought with a large enough effect; inconclusive means small, poorly fitted or top-dose-only effect, or another doubt; inactive means no such curve, though single readings can be large; an effect the other way counts as inactive or inconclusive. Unless noted, on the % scale 0 is the no-effect control and ±100 the full control effect; potency means the concentration at half of the fitted maximal effect. These rows are one share of the data. The share of hits here may be higher or lower than overall.
SMILES,N370S GC,TDP1 cell CPT,FEN1 inhibitor
Cn1c(SCC(=O)N2c3ccccc3Sc3ccccc32)nnc1-c1ccco1,11%,0%,1%
CCN(c1ccc(C)c(C)c1)S(=O)(=O)c1c(C)[nH]c(=O)[nH]c1=O,1%,-15%,1%
CC(C)NC(=O)NC(=O)CSc1ncc(C(F)(F)F)cc1Cl,6%[2.35 µM],-3%,-4%
CNc1c(N)n(Cc2ccccc2)c(=O)[nH]c1=O,10%,4%,-1%
Cc1ccc(C2N(c3ccc(Cl)cc3)C(=O)N3CCCN23)cc1 (stereo unspecified),13%,u,8%
COc1ccc(NC(=O)c2ccc(NC(=O)CN3CCN(c4ccc(O)cc4)CC3)cc2)cc1,x,-26%,13%
Clc1cccc(-c2nc3nc4ccccc4nc3n2Cc2ccccc2)c1,9%,u,1%
O=C(c1ccccc1[N+](=O)[O-])N(CCc1ccccc1)Cc1ccccc1,-13%,16µM*,-7%
Cc1cc(C)c(/C=C/c2onc(C)c2S(=O)(=O)N2CCC(C(=O)NCc3ccccc3Cl)CC2)c(C)c1,x,-27%,-14%
C=CCOc1c(Br)cc(CNc2ccc(NC(=O)CCC)cc2)cc1OCC,-2%,u,-3%
CC(C)(C)c1ccc(S(=O)(=O)N2CCC(O)(c3ccc(Cl)cc3)CC2)cc1,8%,u,0%
O=C1CCCN1c1ccc(N2CCCC2=O)cc1,1%,11%,16%
O=C(COC(=O)c1cc(S(=O)(=O)N2CCCC2)ccc1O)NCCc1ccccc1,x,4%,26%
Cc1ccc(NC(=O)CSc2nnc(-c3ccccc3)n2C)cc1,x,-1%,0%
O=C(O)CNC(=O)c1nc(-c2ccccc2)n(-c2ccccc2)n1,-7%,0%,-1%
CCn1c(/C=C/c2ccccc2C)nc2ccccc2c1=O,5%,u,-3%
CCCc1cc(=O)oc2cc(OCC(=O)Nc3ccccn3)ccc12,0%,-16%,3%
O=S(=O)(Nc1ccc2c(c1)nc1n2CCOC1)c1ccccc1,-1%,u,-6%
O=C(O)c1ccc2ncsc2c1,-7%,-1%,-13%
Cc1cccc(/C(N)=N/OC(=O)c2ccc(Cl)cc2Cl)c1,5%,5%,4%
COc1cccc2oc(-c3ccco3)cc(=O)c12,13%,21µM*,-23%
CC(=O)C[C@H]1c2cc(C(F)(F)F)ccc2S(=O)(=O)N1c1ccccc1,x,u,-1%&-15%
O[C@@H](c1ccccc1)C1CCN(CCc2ccccc2)CC1,11%,-9%,x
Cc1cccc(C)c1NC(=O)COc1ccc2c(C)c(Cc3ccccc3)c(=O)oc2c1,2%,u,-3%
COc1ccc(CCNC(=O)c2cc(-c3ccc(C)cc3)nc3n[nH]c(-c4ccccc4)c23)cc1OC,x,-22%,-1%
O=C1CC(c2ccco2)CC(O)=C1C=NCCN1CCN(C(=O)Nc2ccc(Cl)cc2)CC1 (stereo unspecified),0%,-3%,-15%
O=C(CCCN1C(=O)c2ccccc2C1=O)Nc1nccs1,4%,u,-7%
Cc1cccc(NC(=O)CC2SC(=O)N(c3ccccc3)C2=O)c1 (stereo unspecified),-17%,4.6µM*,1%
CCOc1ccc2ccccc2c1/C=N\NC(=O)OC,5%,19%,-11%
CC(NC(=O)Cn1cc(C(=O)C2CC2)c2ccccc21)c1ccccc1 (stereo unspecified),-4%,u,3%

# Three entries from above, with two lines to a compound.
# Each structure is followed by: N370S GC	TDP1 cell CPT	FEN1 inhibitor
Cc1cccc(NC(=O)CC2SC(=O)N(c3ccccc3)C2=O)c1 (stereo unspecified)
  -17%	4.6µM*	1%
O[C@@H](c1ccccc1)C1CCN(CCc2ccccc2)CC1
  11%	-9%	x
COc1cccc2oc(-c3ccco3)cc(=O)c12
  13%	21µM*	-23%

# Additional records.
SMILES,N370S GC,TDP1 cell CPT,FEN1 inhibitor
Cc1ccc(-c2cc(C(=O)O)n(Cc3ccccc3)n2)cc1,x,2%,-14%
O=C(O)[C@H](CSCc1ccccc1)NS(=O)(=O)c1ccc(F)cc1,6%,-7%,-4%
CCOc1ccc(S(=O)(=O)N/N=C(\C)c2ccc3c(c2)OCO3)cc1,-12%,12%,-7%
COc1ccc(NS(=O)(=O)c2cccc3cccnc23)cc1Cl,2%,u,-3%
O=c1[nH]cc(-c2ccccc2)c(=O)[nH]1,-5%,-1%,-1%
CCn1c(=S)sc2c(=O)n(CC(=O)Nc3ccccc3OC)c(C)nc21,-11%,u,-13%
Cc1c(NS(=O)(=O)c2ccc(Cl)cc2)c(=O)n(-c2ccccc2)n1C,x,-2%,-4%
COc1ccc(S(=O)(=O)NCC(c2ccco2)N2CCN(c3ccc(F)cc3)CC2)cc1 (stereo unspecified),x,u,-13%
O=C(Oc1ccc(-c2cnc3ccccc3n2)cc1)c1cc([N+](=O)[O-])ccc1Cl,7%,-25%,3%
COc1ccc(-c2nc(CN3CCN(c4ccccc4OC)CC3)c(C)o2)cc1,-16%,u,-7%
CS(=O)(=O)c1cccc(C(=O)Nc2ccc(-c3nc4ccccc4[nH]3)cc2)c1,u,8.2µM*,8%
O=C(Cn1c(=O)oc2cc(S(=O)(=O)N3CCCC3)ccc21)Nc1ccc(C(F)(F)F)cc1,1%,-18%,-7%
CC1c2cc3c(cc2CCN1C(=O)c1cccc(Cl)c1)OCCCO3 (stereo unspecified),0%,7.3µM*,-20%
Cc1ccccc1Nc1cc(C(=O)NCc2cccs2)c2ccccc2n1,x,21µM*,-3%
Cc1nn(C(=O)Cn2ccc([N+](=O)[O-])n2)c(C)c1Br,10%,-3%,0%
O=S(=O)(/C=C/c1ccccc1)N1CCN(c2ccccc2)CC1,2%,3%,2%
Cc1noc(C)c1-c1ccc2ncnc(N(C)C)c2c1,2%,u,x
CCC(Sc1nc2sc(C(=O)OC)c(C)c2c(=O)n1N)C(=O)NCC1CCCO1 (stereo unspecified),-15%,-11%,10%
COc1ccc(N2CCN(C(=O)Nc3ccccc3Cl)CC2)cc1,-1%,u,4%&12%
COc1ccc(NC(=O)c2cc(NC(=O)C3CCCCC3C(=O)O)ccc2N2CCOCC2)cc1 (stereo unspecified),-25%,3%,0%
Nc1ccc(-n2nncc2-c2ccco2)cc1,5%,-18%,5%
CCOC(=O)N1CCN(C(=O)CSc2nc3c(cnn3-c3ccc(Cl)cc3)c(=O)[nH]2)CC1,2%,21µM*,-2%
CCc1ccccc1Nc1nc(N)nc(COC(=O)CCC(=O)c2ccc(F)cc2)n1,x,-10%,1%
COc1ccc(N=C2C=CC(=O)O2)cc1,x,5.2µM*,0%
O=C(CSc1ncn[nH]1)Nc1ccc(Br)cc1F,-1%,-21%,-2%
CCOC(=O)c1csc(NC(=O)C(C)(C)C)n1,2%,-13%,4%
CC(NC(=O)CCSc1nc(-c2ccco2)cc(C(F)(F)F)n1)c1ccccc1 (stereo unspecified),-10%,13µM*,-10%
Cc1c(C(=O)c2ccccc2)oc2ccc3ccccc3c12,3%,-23%,1%
CC(=O)c1ccc(N2CCN(c3ncnc4onc(-c5ccc(Cl)cc5)c34)CC2)cc1,x,23µM*,12%
CCc1ccc(NC(=O)CN2C(=O)C3(SCC(=O)N3c3ccccc3)c3ccccc32)cc1 (stereo unspecified),x,21µM*,3%
Cc1ccc(Nc2nc3nonc3[nH]c2=O)cc1Cl,7%,16µM*,8%
Clc1cnc(N/N=C/c2ccncc2)c(Cl)c1,2%,u,9%
CCOC(=O)c1csc(NC(=O)c2ccc(S(=O)(=O)N3CCCC3)cc2)n1,21%,-29%,2%
COc1cc2c(cc1OC)C(COc1ccc3c(C)cc(=O)oc3c1)N(C(=O)c1ccc(C)c(C)c1)CC2 (stereo unspecified),x,u,5%
N#CCCN1CCCN(CCC#N)CCN(CCC#N)CCCN(CCC#N)CC1,-8%,28%,-13%
O=C(COC(=O)CCNS(=O)(=O)c1ccccc1F)Nc1nnc(-c2ccccc2)o1,2%,5%,6%
CNc1[nH]ncc1[N+](=O)[O-],-7%,26%,7%
Cc1ccc(NS(=O)(=O)c2ccc(C(C)C)cc2)cc1S(=O)(=O)N1CCOCC1,x,u,7%
CC(=O)c1cccc(NC(=S)Nc2ccn(Cc3cccc4ccccc34)n2)c1,30%,u,7%
Cc1cc(NC(=O)Cc2ccc(Br)cc2)no1,1%,4%,-4%
CN(CC(=O)Nc1ccc(Cl)c(S(=O)(=O)N(C)C)c1)Cc1ccccc1,-6%,u,-15%
COc1ccc(-c2c(C)nn3c(Cl)c(C)c(C)nc23)cc1,0%,-6%,-7%
Cc1ccc(-n2nnc3c(=O)n(Cc4ccccc4C)cnc32)cc1,20%,7%,-7%
CCn1ccnc1[C@@H]1C[C@H]2CN(Cc3cccc(Cl)c3)C(=O)[C@]23CCCN13,-10%,-1%,10%
C[C@H](NC(=O)c1ccco1)C(=O)N1CCN(c2ccc(C(F)(F)F)cn2)CC1,x,-17%,-2%
COc1ccc(NC(=O)CSc2nnc(-c3nnn(-c4ccc(F)cc4)c3C)o2)cc1,x,1%,-1%
O=C(Cc1ccc(F)cc1)Nc1cccc(-c2ccc3nncn3n2)c1,-29%,u,-1%
Cc1ccc(-n2c3c(cc(C(=O)NCCCN4CCOCC4)c2=O)C(=O)CC(C)(C)C3)cc1,11%,12%,15%
CCOc1ccc(N2C(=O)C(CC(=O)Nc3ccccc3)N(Cc3ccccn3)C2=S)cc1 (stereo unspecified),-9%,u,8%
FC(F)C(F)(F)C(F)(F)C(F)(F)c1cc(-c2ccccc2)n[nH]1,u,u,-19%
CCOc1cc(-c2nc(-c3ccc(-c4ccc(OC)cc4)nc3OC)no2)cc(OCC)c1OCC,x,18µM*,12%
O=C(CN1CCC(C(=O)c2ccc3c(c2)OCCO3)CC1)NCc1ccc(F)cc1,0%,1%,-5%
COc1ccccc1CN1CN(S(=O)(=O)c2ccccc2)c2nc3ccccc3nc21,0%,15µM*,2%
Cc1ccc(Cl)cc1N1CCN(S(=O)(=O)c2ccc3c(c2)CCN3C(=O)C2CCC2)CC1,x,0%,7%
Cc1ccc(S(=O)(=O)N2CCC(C(N)=O)CC2)cc1C(=O)NC1CCCCC1,-3%,34%[activator],-6%
CCOc1ccc(C2CC(=O)c3c([nH]c(C(=O)OCc4ccccc4)c3C)C2)cc1 (stereo unspecified),x,13µM*,-8%
CCCCNC(=O)Cn1nc(Cc2ccncc2)c2ccccc2c1=O,u,0%,-3%
COc1cc(NC(=O)c2cccc(C)c2)c(OC)cc1NC(=O)CN1CCOCC1,-3%,u,12%
O=C(N=C1SC2CS(=O)(=O)CC2N1c1ccccc1F)C1CCCCC1 (stereo unspecified),5%,-22%,17%
CC(=O)Nc1ccc(-c2cc(N)n(-c3ccccc3)n2)cc1,-6%,-20%,2%
# Next section:
SMILES,N370S GC,TDP1 cell CPT,FEN1 inhibitor
CCOc1ccc(Cc2nnc(SCC(=O)Nc3c(C)cccc3C)[nH]c2=O)cc1,1%,-4%,4%
CCOc1ccc(/C=N/n2nnnc2N)cc1OCC,4%,-7%,-3%
Cc1nnc(SCC2=C(C(=O)O)N3C(=O)C(NC(=O)COc4ccc(F)cc4)C3SC2)s1 (stereo unspecified),x,-5%,-4%
CC1(c2ccccc2)NC(=O)N(CC(=O)Nc2cc(Cl)ccc2N2CCOCC2)C1=O (stereo unspecified),9%,-1%,-9%
O=C(COc1ccccc1)N/N=C/c1ccc2c(c1)OCO2,-20%,10%,0%
c1ccc(NCc2cccnc2)cc1,0%,-18%,8%
COc1cc(C(=O)NNC(=O)c2cc(-c3ccccc3)n[nH]2)cc(OC)c1C,x,0%,-2%
CCCCn1c(=O)[nH]c(=O)c2c1nc(CN(C)Cc1cccc(OC)c1OC)n2CCC,4%,u,14%
COc1ccc(OC)c(-n2c(CN3CCC(C(N)=O)CC3)nc3ccccc3c2=O)c1,16%,-20%,-14%
CN=C1S/C(=C\c2ccc(Cl)cc2)C(=O)N1C,-12%,4%,11%
CN1CCN(S(=O)(=O)c2ccc3c(c2)C(C)(C)C(=O)N3C)CC1,-13%,-1%,22%
COc1ccc(/C=C/c2sc3ccccc3[n+]2CCCCI)cc1OC,x,7.9µM*,-23%
Cc1cccc2sc(N3CCN(C(=O)c4ccco4)CC3)nc12,x,u,12%
CCCSc1nc(-n2ncc(C#N)c2N)c2c3c(sc2n1)CCC(C)C3 (stereo unspecified),30%,u,-7%

# Looked up by compound from the entries so far:
SMILES,N370S GC,TDP1 cell CPT,FEN1 inhibitor
COc1ccc(/C=C/c2sc3ccccc3[n+]2CCCCI)cc1OC,x,7.9µM*,-23%
CC1(c2ccccc2)NC(=O)N(CC(=O)Nc2cc(Cl)ccc2N2CCOCC2)C1=O (stereo unspecified),9%,-1%,-9%
O=C(COc1ccccc1)N/N=C/c1ccc2c(c1)OCO2,-20%,10%,0%
CN1CCN(S(=O)(=O)c2ccc3c(c2)C(C)(C)C(=O)N3C)CC1,-13%,-1%,22%
Cc1cccc2sc(N3CCN(C(=O)c4ccco4)CC3)nc12,x,u,12%
CCCCn1c(=O)[nH]c(=O)c2c1nc(CN(C)Cc1cccc(OC)c1OC)n2CCC,4%,u,14%
Cc1nnc(SCC2=C(C(=O)O)N3C(=O)C(NC(=O)COc4ccc(F)cc4)C3SC2)s1 (stereo unspecified),x,-5%,-4%
